# Cycloheximide cs – Cycloheximide Counterscreen for Small Molecule Inhibitors of Shiga Toxin. cell reporter, cycloheximide protein synthesis inhibition counterscreen. max response, %. 12% of 300,000 active; in the data active = max response mostly above about 13%, no sharp cut-off; inactive = mostly below about 14%; note: read at 38.3 µM for the half of the compounds with a filed dose; 0% is about no effect
# Shiga inhibitor – A qHTS for Small Molecule Inhibitors of Shiga Toxin | Vero cells, Shiga toxin protein synthesis inhibition reporter | inhibition, % at 38.7 µM | 9.2% of 290,000 active | AID 2315, 2010; in the data active = inhibition mostly above about 28%, no sharp cut-off; inactive = mostly below about 43%; note: 0% is about no effect
# FBPA Giardia inh – qHTS Assay for Inhibitors of Fructose-1,6-bisphosphate Aldolase from Giardia Lamblia; purified Giardia FBPA; A8B2U2; 0.71% of 290,000 active; Potency, µM (highest dose often 59.6 µM), for the others: at the highest dose activity, negative = inhibition, actives largely listed as inhibitors; note: potency is the fitted concentration of half-maximal effect; % is set by controls: 0 for no effect and ±100 for the full control effect; nearly all actives have a fitted effect of over 55% in size
# Target sequence (A8B2U2 whole entry, looked up): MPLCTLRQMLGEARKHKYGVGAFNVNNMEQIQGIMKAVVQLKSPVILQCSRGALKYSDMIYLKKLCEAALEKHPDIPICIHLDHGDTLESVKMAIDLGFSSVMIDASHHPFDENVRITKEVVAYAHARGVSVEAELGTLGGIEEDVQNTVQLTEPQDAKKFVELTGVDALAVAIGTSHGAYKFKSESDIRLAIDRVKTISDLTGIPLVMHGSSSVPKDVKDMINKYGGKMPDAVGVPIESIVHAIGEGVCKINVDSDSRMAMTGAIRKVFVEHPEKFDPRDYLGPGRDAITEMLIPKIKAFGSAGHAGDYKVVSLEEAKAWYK
#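 Giardia FBPA (40 nM reagent) was preincubated 10 min at RT with compound (up to 57.5 uM final), then substrate plus GAPDH/TPI/NAD/arsenate coupling system with diaphorase/resazurin was added; resorufin fluorescence (525/598 nm) was read after 20 min.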
# AmpC inh no detg – qHTS Inhibitors of AmpC Beta-Lactamase (assay without detergent); Potency, µM (highest dose often 57.1 µM), for the others: at the highest dose activity change, negative = inhibition, most hits filed as inhibitors; AmpC nitrocefin hydrolysis, absorbance 480 nm, 0.0001% Triton; P00811; 0.52% of 330,000 active;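 note: potency is the fitted concentration of half-maximal effect; plate controls were no compound for no effect and no enzyme for full effect; nearly all actives have a fitted effect of over 20% in size; some results filed as inactive show a strong effect at the top dose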
# Target sequence (P00811 whole entry, looked up): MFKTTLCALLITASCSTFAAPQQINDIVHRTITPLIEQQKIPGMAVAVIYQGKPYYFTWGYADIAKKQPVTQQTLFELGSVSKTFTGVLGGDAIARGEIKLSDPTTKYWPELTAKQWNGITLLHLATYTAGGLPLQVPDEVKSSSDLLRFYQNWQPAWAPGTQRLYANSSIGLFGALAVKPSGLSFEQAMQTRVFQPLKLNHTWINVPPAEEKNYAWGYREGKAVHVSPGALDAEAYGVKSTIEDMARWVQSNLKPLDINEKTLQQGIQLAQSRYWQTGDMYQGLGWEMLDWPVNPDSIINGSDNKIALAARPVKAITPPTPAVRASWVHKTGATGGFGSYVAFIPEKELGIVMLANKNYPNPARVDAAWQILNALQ
#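 20 mM phosphate pH 7.0 + 0.01% (detergent screen) or 0.0001% Triton X-100; 5.3 nM AmpC reagent; cpd preinc 15 min RT; nitrocefin (800 uM stock) to start; A480 q20 s × 4 min; Activity was normalised to no-enzyme and no-compound control wells.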
# AMA1 RON2 block – qHTS for Inhibitors of AMA1-RON; Towards Development of Antimalarial Drug Lead: Primary Screen; Plasmodium falciparum AMA1 (3D7) - RON2 peptide interaction; AlphaScreen AMA1-biotinylated RON2 peptide binding; Potency, µM (top dose mostly 58.2 µM), for the others: at the highest dose activity change, negative = inhibition, most hits filed as inhibitors; 0.2% of 360,000 active;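 note: potency is the fitted concentration of half-maximal effect; 0% = vehicle wells and -100% = peptide control; nearly all actives have a fitted effect of over 45% in size; some results filed as inactive show a strong effect at the top dose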
#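 AMA1 (3D7) with his tag at 25 nM final met compounds first, then biotinylated RON2 peptide at 25 nM; detection used donor plus acceptor beads, 10 µg/mL apiece, read by AlphaScreen after 30 min at room temperature.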
# AmpC inh detg – qHTS Inhibitors of AmpC Beta-Lactamase (assay with detergent) | 0.041% of 370,000 active | AmpC hydrolysis of nitrocefin, absorbance 480 nm, 0.01% Triton | Potency, µM (highest dose often 114 µM), for inactives: top-dose activity change, negative = inhibition, usual class: inhibitors | P00811;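 note: potency is the fitted concentration of half-maximal effect; 0% = no-compound wells and -100% = no-enzyme wells; nearly all actives have a fitted effect of over 25% in size; some results filed as inactive show a strong effect at the top dose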
#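 20 mM phosphate pH 7.0 + 0.01% (detergent screen) or 0.0001% Triton X-100; 5.3 nM AmpC reagent; cpd preinc 15 min RT; nitrocefin (800 uM stock) to start; A480 q20 s × 4 min; Activity was normalised to no-enzyme and no-compound control wells.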
# HCMV inh – qHTS Assay for inhibitors of the human cytomegalovirus (HCMV); HFF cells, HCMV-luciferase reporter, 72 h; hits give low values; activity change, negative = inhibition, % at 57.5 µM; 4.5% of 410,000 active; AID 1259415, 2018; in the data active = activity change below about -60%; inconclusive = no clear call, values can overlap the other calls; inactive = above about -39%; note: % is set by controls: 0 for no effect and ±100 for the full control effect
#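 Human foreskin fibroblasts infected with luciferase-reporter HCMV at MOI 1 PFU/cell, compounds at two doses. Luciferase measured 72 h post infection; normalized to buffer-only basal and Salinomycin (10uM) controls.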
# * = called active by the depositor; ? = inconclusive; nt = no result given; & = joins results of further samples; ! = repeats disagree; [ ] = another dose, or the depositor's remark. Unless noted, calls come from the whole dose curve; as a rule, active = well fitted curve in the direction sought with a large enough effect; inconclusive = small, poorly fitted or top-dose-only effect, or another doubt; inactive = no such curve, though single readings can be large; an effect the other way counts as inactive or inconclusive.
SMILES,Cycloheximide cs,Shiga inhibitor,FBPA Giardia inh,AmpC inh no detg,AMA1 RON2 block,AmpC inh detg,HCMV inh
Cc1cc(C)c(C)c(OCC(=O)O/N=C(\N)c2ccccn2)c1,22,32,-1%,12%,42%[activator],1%,-10
CCOc1ccc(NS(=O)(=O)c2ccc(C(=O)NCC(c3ccco3)N3CCCC3)cc2)cc1 (stereo unspecified),nt,nt,nt,-17%,8%,?,2
O=C(COC(=O)c1ccccc1O)NCc1ccc2c(c1)OCO2,nt,nt,nt,-17%,2%,nt,39
COc1cc(C(=O)OCC(=O)NC2CCCC2)cc(OC)c1OC,-4,-2,8%,-12%,-4%,2%,123
Cc1ccc2cc(C#N)c(SCC(=O)NCC3CCCO3)nc2c1C (stereo unspecified),-4,-7,8%,-10%,nt,-8%,nt
CC(=O)Oc1c(S(=O)(=O)c2ccc(C)cc2)c(C)nn1-c1ccccc1,-1,-8,18%,-14%,-4%,-1%,60
COc1ccc(CCNC(=O)CSc2nc(=O)[nH]c3c2CCC3)cc1OC,nt,nt,nt,-10%,1%,?,-12
Cc1nn(C)c(NC(=O)c2ccc(Cl)cc2Cl)c1Br,-1,-7,-2%,17%,-2%,7%,nt
O=S(=O)(Nc1ccccc1)c1ccc(NS(=O)(=O)c2c(F)cccc2F)cc1,-1,3,6%,-48%,8%,0%,10
O=C(CCCN1C(=O)CCC1=O)Nc1ccc2c(c1)OCCO2,22*,92*,-3%,-31%,1%,-6%,-8
O=C(c1cnc2sccn2c1=O)N(Cc1ccccc1)c1ccccn1,-1,17,-5%,-128%,-2%,?,-2
CCN(CC)S(=O)(=O)c1cc(OCC(N)=O)c(C)cc1Cl,-1,-5,7%,-19%,-5%,3%,26
CCCC(=O)Oc1ccc(N(C(=O)CCC)S(=O)(=O)c2cccs2)cc1,-4,-5,-4%,-40%,11%,-14%,12
COC(=O)c1cc(CNC(=O)c2cccc(Cl)c2Cl)ccc1OC,0,-6,4%,-23%,nt,5%,-31
Cc1cccc(OCCCn2c(=O)sc3ccccc32)c1,44*,60*,-10%,-25%,29%,-5%,34
COc1cc(C(=O)OCC(=O)c2cc(C)n(C)c2C)cc(NC(=O)c2ccco2)c1OC,10,-4,10%,3%,-10%,-8%,?
Cc1ccc(C2=N/C(=C/N3CCOCC3)C(=O)O2)cc1,50*,68*,-1%,-2%,-4%,?,169
CNc1cc(CS(=O)c2ccccc2)nc(-c2ccccc2)n1 (stereo unspecified),-2,-15,6%,-5%,8%,1%,32
CCOc1ccc(-c2nc(C#N)c(N3CCN(Cc4ccccc4)CC3)o2)cc1,-10,-18,-2%,10%,?,-11%,-16
O=C(O)c1cccc(S(=O)(=O)NNc2ccccc2C(F)(F)F)c1,-5,-11,nt,-15%,-7%,0%,9
O=C(Nc1ccc2c(c1)OCCO2)C1CCN(C(=O)c2ccc(Br)cc2)CC1,18*,41,-4%,5%,-11%,?,4
Cc1cc(C)cc(NC(=O)CCc2ccc(C)o2)c1,22,23,nt,-1%,-18%,?,15
Cc1cccc(C(=O)Nc2ccccc2C(=O)OCC(=O)Nc2ccc(C#N)cc2)c1,46*,55*,0%,-14%,5%,-8%,-6
O=C(COc1ccccc1)Nc1nc2cc3c(cc2s1)OCCO3,28*,19,-19%,?,-13%,-4%,45
COc1ccc(Oc2ccc(C(F)(F)F)cc2NC(=O)c2ccc(F)cc2)cc1,-1,15,-7%,-26%,0%,9%,?
O=S(=O)(NCCc1ccncc1)c1ccc(F)cc1,-2,-2,5%,-14%,-8%,-7%,-29
Cc1cc(NC(=O)C(C)SCC(=O)NCc2ccc(F)cc2)no1 (stereo unspecified),nt,nt,nt,-17%,0%,-6%,-7
CC(C)CC(C(=O)O)N1C(=O)C2C3CC(C2C1=O)C1C(c2ccccc2)c2sc(=O)[nH]c2SC31 (stereo unspecified),-1,-10,9%,-5%,-10%[11.6 µM],?,12
O=C(O)c1cc(-c2ccc(/C=N/N3C(=O)C4C5C=CC(CC5)C4C3=O)o2)ccc1Cl (stereo unspecified),2,20,-5%,-27%,10%,3%,0
COc1ccccc1N1CCN(C(=O)c2coc(=O)c(Br)c2)CC1,40*,81*,7%,-9%,16%,4%,55
COc1cc(/C=N/NC(=O)c2cccnc2)ccc1OS(=O)(=O)c1ccc(F)cc1,-3,-9,-2%,-6%,7%,?,51
Cc1cc(C)nc(-n2nc(C)cc2NC(=O)c2cccc(S(=O)(=O)N3CCCCC3)c2)n1,-3,-9,6%,7%,nt,-12%,nt
CC1CCN(Cc2ccc(NC(=O)C3CCN(c4nnc(-n5cccc5)s4)CC3)cc2)CC1,-5,-1,0%,?,-2%,?,?
COc1ccccc1-c1c(C)oc2c(CN3CCOCC3)c(O)ccc2c1=O,-1,0,5%,-14%,4%,-6%,152
COc1cc(/C=C/C(=O)O)cc(S(=O)(=O)NC2CC2)c1OC,-4,3,0%,-12%,-1%,-9%,10
Nc1c(Cl)cc(C2=NCCn3nc4cc(C(F)(F)F)ccc4c32)cc1Cl,nt,nt,nt,62%[activator],0%,?,24
CCOC(=O)c1[nH]c2ccccc2c1NC(=O)NC1CCCCC1,-1,-24,1%,-9%,2%,-3%,5
O=C(CCSc1ccc(Cl)cc1)NC12CC3CC(CC(C3)C1)C2,9,21,5%,-24%,24%,?,40
Nc1c(C(=O)Nc2cccc(C(=O)O)c2)sc2nc3c(cc12)CCCC3,18*,49,-25%,-31%,-2%,?,95
O=C(NC1CCCCC1)C1CCCN(S(=O)(=O)c2cnc[nH]2)C1 (stereo unspecified),-7,-7,0%,-18%,-2%,-9%,0

# Overlap with the part before: 3 compounds, then new ones.
SMILES,Cycloheximide cs,Shiga inhibitor,FBPA Giardia inh,AmpC inh no detg,AMA1 RON2 block,AmpC inh detg,HCMV inh
O=C(CCSc1ccc(Cl)cc1)NC12CC3CC(CC(C3)C1)C2,9,21,5%,-24%,24%,?,40
Nc1c(C(=O)Nc2cccc(C(=O)O)c2)sc2nc3c(cc12)CCCC3,18*,49,-25%,-31%,-2%,?,95
O=C(NC1CCCCC1)C1CCCN(S(=O)(=O)c2cnc[nH]2)C1 (stereo unspecified),-7,-7,0%,-18%,-2%,-9%,0
Cc1cccc(NC(=O)CN2C(=O)N/C(=C/c3cc(C)n(C(C)C)c3C)C2=O)c1,-1,37,-16%,-15%,0%,?,-19
CCc1ccc(NC(=O)C(C)OC(=O)c2c(C)nn(Cc3ccccc3)c2Cl)cc1 (stereo unspecified),-1,14,3%,-8%,-3%,-7%,-24
CCN(CC)CCN(Cc1cc2cc3c(cc2[nH]c1=O)OCO3)C(=S)NCC(C)C,-3,-20,5%,2%,-2%,-5%,-22
CCN1CCN(c2ccc(S(=O)(=O)N3CCOCC3)cc2NC(=O)/C=C/c2ccc(OC)cc2OC)CC1,nt,nt,nt,182%[activator],-5%,-14%,-30
COc1ccc(OC(C)C(=O)NCCC2=CCCCC2)cc1 (stereo unspecified),10,22,5%,14%,-5%,2%,?
CC(C)CCN1CC(C(=O)NCc2ccccc2)CC1=O (stereo unspecified),1,9,7%,-8%,0%,3%,22
CCCCn1c(N)c(N(Cc2ccccc2OC)C(=O)CSCC(=O)Nc2cccc(C)c2)c(=O)[nH]c1=O,-3,-9,nt,45%,9%,-3%,-4
CC(C)n1c(CN2CCN(C(=O)c3ccco3)CC2)nc2c1c(=O)n(C)c(=O)n2C,-1,-6,nt,17%,-18%,-8%,12
COc1ccc(Cl)cc1NC(=S)N1CCN(c2ccccn2)CC1,-2,-13,0%,-11%,-6%,3%,?
CC1(N2CCCCC2)C(=O)c2ccccc2C1=O,-2,-5,-7%,-13%,-7%,-7%,?
O=C(N/N=C/c1cccc2nccnc12)c1ccncc1,2,-12,?,-8%,72%[activator],0%,44
COc1ccc(NC(=O)NCCCN2CCC(Cc3ccccc3)CC2)cc1,0,-6,-1%,14%,-1%,-7%,-26
CN1C(=O)/C(=C\c2ccco2)N=C1c1ccc(Cl)cc1Cl,28*,74*,4%,-5%,-2%,-4%,0
O=C(NCC1CCCO1)C1CC(c2ccc(Cl)c(Cl)c2)=NO1 (stereo unspecified),8,-2,10%,20%,0%,1%,-6
COC(=O)C1=C(c2ccc(F)cc2OCc2ccccc2)C[C@@H]2CC[C@H]1N2C(=O)NCC1CC1,nt,nt,nt,55%,-2%,2%,-34
O=C(CSc1ccccc1)N1CCCC(N2CCN(c3ccc(F)cc3)CC2)C1 (stereo unspecified),14,2,nt,94%[activator],-6%,-4%,-70*
CS(=O)(=O)Nc1ccccc1C(=O)OCC(=O)N1CCC(c2ccccc2)=N1,nt,nt,nt,138%[activator],-27%,5%,1
Cc1ccc(C(=O)N(CCC2=CCCCC2)c2c(N)n(Cc3ccccc3)c(=O)[nH]c2=O)o1,nt,nt,nt,153%[activator],12%,-11%,-25
CC12CN3CC(C)(CN(C1)C3c1ccc(Br)cc1)C2=O (stereo unspecified),-5,3,-15%,-6%,10%,?,10
O=C(NCCc1ccc2c(c1)OCCO2)c1ccccn1,42*,78*,4%,-24%,-3%,1%,38
COc1ccccc1CC(=O)NNC(=O)c1ccc(C(C)(C)C)cc1,15,-10,nt,-34%,47%[activator],5%,112
CCOc1ccc(C(=O)COC(=O)Cc2n[nH]c(=O)c3ccccc23)cc1,nt,nt,nt,-24%,4%,?,-2
COc1ccccc1CNC(=O)Cn1c(=O)oc2cc(S(=O)(=O)N3CCCC3)ccc21,4,3,-2%,-50%,-2%,?,-61*!
CCN1CCN(c2nnc(-c3ccccc3)c3ccccc23)CC1,-1,-8,-5%,-13%,-6%,0%,38
NCCCCC(N)c1cn([C@@H](CCC(=O)O)C(=O)N2CCNCC2)nn1 (stereo partly specified),nt,nt,nt,-24%,5%,-3%,1
CN(CCCOc1ccccc1F)Cc1ccccc1,-3,nt,?,-5%,?,?,-19
Cn1cccc1C(=O)NC(=O)COC(=O)CNC(=O)CNC(=O)c1ccc(Cl)cc1Cl,-8,-6,-26%,-9%,5%,7%,4
COc1cc(/C=C2\SC(=O)N(c3ccc(O)cc3)C2=O)cc(OC)c1OC,0,-17,7%,-23%,-1%,-3%,-35
CCC1CCCCN1CCCNC(=O)c1cn(C)c2ccc(S(=O)(=O)N(C)C3CCCCC3)cc2c1=O (stereo unspecified),2,-11,9%,13%,0%,-14%&4%,-23&-2
CC(=O)c1ccc(NC(=O)C(C)OC(=O)C2CCN(c3ccc(C(F)(F)F)cn3)CC2)cc1 (stereo unspecified),nt,nt,nt,32%,17%,-12%,8
